Screening results from PubChem BioAssay.
HTRA1 inh = blocks human HTRA1 serine peptidase | inhibition, % at 5.96 µM | actives 0.5% (n = 340,000) | recombinant HTRA1, FP-rhodamine activity-based probe, fluorescence polarization | Q92743 | AID 504803; in the data active = inhibition above about 36%;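 note: 0% = enzyme with DMSO and 100% = wells lacking enzyme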
PRMT1 inh = blocks human protein arginine methyltransferase 1; inhibition, % at 2.79 µM; AID 652257; actives 1.3% (n = 370,000); Q99873; recombinant PRMT1, activity-based probe fluorescence polarization;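 active = inhibition above about 21% made by adding two undisclosed values, limit read from the data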
Target sequence (Q99873 whole entry, looked up): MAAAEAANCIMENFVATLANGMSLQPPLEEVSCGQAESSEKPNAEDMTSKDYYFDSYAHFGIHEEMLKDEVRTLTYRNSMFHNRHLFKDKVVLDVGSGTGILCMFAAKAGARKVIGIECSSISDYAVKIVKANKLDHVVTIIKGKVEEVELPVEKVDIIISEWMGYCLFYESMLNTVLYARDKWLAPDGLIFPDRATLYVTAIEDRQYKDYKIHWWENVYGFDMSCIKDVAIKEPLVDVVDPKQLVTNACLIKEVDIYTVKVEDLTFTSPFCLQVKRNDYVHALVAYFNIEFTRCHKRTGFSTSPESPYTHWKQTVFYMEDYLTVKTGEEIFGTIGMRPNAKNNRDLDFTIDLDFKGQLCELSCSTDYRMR
TCR CD3 inh = inhibitors of human TCR-CD3 interaction; TAMRA-labeled TCR probe fluorescence, biochemical; AID 651800; inhibition, % at 9.4 µM; actives 0.37% (n = 360,000); in the data active = inhibition above about 19%;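 note: recombinant mutant TCR 2C K166C tagged with TAMRA read by polarization; 0% = receptor in buffer alone and 100% = receptor with positive control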
DDE Tn7 FP inh = disrupts Tn7 cyclic peptide binding to fibrin D-Dimer-E complex; P02675; FP displacement of FITC-Tn7 peptide from fibrin DD(E); 0% = median of compound wells per plate; inhibition, % at 8.3 µM; actives 0.13% (n = 370,000); AID 720508;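 active = inhibition above the mean of compounds falling within the control limits plus 3 SD of them, cut at about 14% in these data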;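 note: 0% = plate median of compound wells and 100% = 10 µM Aha-Tn7 peptide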
Target sequence (P02675 whole entry, looked up): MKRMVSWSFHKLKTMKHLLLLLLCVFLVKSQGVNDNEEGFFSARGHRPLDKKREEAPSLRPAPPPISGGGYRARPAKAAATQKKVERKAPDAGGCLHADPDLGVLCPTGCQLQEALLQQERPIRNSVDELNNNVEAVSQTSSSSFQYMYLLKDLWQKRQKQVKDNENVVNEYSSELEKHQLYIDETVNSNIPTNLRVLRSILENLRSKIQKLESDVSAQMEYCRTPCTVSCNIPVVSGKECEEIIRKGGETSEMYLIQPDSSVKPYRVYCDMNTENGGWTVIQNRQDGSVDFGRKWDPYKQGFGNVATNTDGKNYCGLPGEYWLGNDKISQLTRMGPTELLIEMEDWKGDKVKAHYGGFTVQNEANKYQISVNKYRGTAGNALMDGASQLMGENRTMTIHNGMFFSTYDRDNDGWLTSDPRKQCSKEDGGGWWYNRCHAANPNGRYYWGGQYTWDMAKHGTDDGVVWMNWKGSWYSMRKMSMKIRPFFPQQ
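Test system – human fibrin DD(E) · Times – 10 min preincubation, 3 h with tracer, room temperature · Detection – fluorescence polarization of the labelled Tn7 tracer · Measure – percent inhibition normalized to high-control wells · Benchmarks – high control wells with 10 µM unlabelled Aha-Tn7 peptide (full inhibition) · Repeats – singlicate testing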
ABHD4 inh = ABHD4 (mouse) inhibition, primary FP screen | purified mABHD4, FP-Rh probe fluorescence polarization | AID 720543 | Q8VD66 | actives 0.54% (n = 370,000) | inhibition, % at 8.92 µM;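 active = inhibition exceeding the mean over every tested compound plus 3 SD, cut at about 30% in these data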;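 note: 0% = plate median of compound wells and 100% = S159A mutant with DMSO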
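Material: mouse ABHD4 enzyme, wild type; Benchmarks: S159A mutant high control, sample median low control; Buffer or medium: HEPES pH 7.0, NaCl, Pluronic buffer; Signal: fluorescence polarization; Read-out: percent inhibition of probe binding, normalized to plate controls; Timing: pre-incubation 45 min, probe exposure 60 min, at 25 °C; Dosing: 8.92 µM, single dose.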
TDP2 absorb = TDP2 (human) inhibition, absorbance primary screen; O95551; recombinant TDP2, T5PNP hydrolysis, p-nitrophenol absorbance 415 nm; inhibition, % at 12.8 µM; actives 0.34% (n = 370,000); AID 720702;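 active = inhibition above the mean of all tested compounds plus 3 SD, set per campaign, cut at about 25% in these data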;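 note: 0% = DMSO with enzyme and 100% = buffer with substrate but no TDP2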
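Read-out basis: percent inhibition. System: recombinant human TDP2. Buffer or medium: Mg2+-containing Tris-HCl buffer, pH 7.5. Repeats: single replicate. Timing: reaction 2 h, 37 °C. Benchmarks: high control without enzyme, low control DMSO plus TDP2. Probe or stimulus: 5 mM T5PNP. Doses: 12.8 µM only. Measured by: epi absorbance of p-nitrophenol freed from T5PNP by hydrolysis.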
LEDGF integ inh = blocks HIV-1 LEDGF/p75-dependent DNA integration; TR-FRET IN-LEDGF/p75 DNA integration, Eu/Cy5; inhibition, % at 3.7 µM; actives 0.64% (n = 370,000); AID 743269;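 active = inhibition above the screen-wide mean plus 3 SD, cut at about 13% in these data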;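 note: signal is the Cy5 over europium emission ratio at 671 and 618 nm; 0% = plate median of compound wells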
PG9 Ab binder = small molecules binding HIV-1 gp120 antibody PG9. inhibition, % at 6.7 µM. TR-FRET gp120-PG9 antibody binding. actives 0.43% (n = 360,000); in the data active = inhibition above about 8.5%
SIAE primary = blocks human sialic acid acetylesterase; Q9HAT2; SIAE FP-Rh probe binding, fluorescence polarization; inhibition, % at 9.66 µM; actives 0.69% (n = 370,000);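 active = inhibition above a cutoff: mean of compounds within the control limits plus 3 SD of those, cut at about 17% in these data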;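 note: 0% = plate median of compound wells and 100% = probe without SIAE protein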
UHRF1 MBD2 ctr = blocks human UHRF1 binding to methylated DNA. inhibition, % at 4.4 µM. AID 687016. Q96T88. actives 0.75% (n = 370,000). UHRF1 binding to methylated oligo, TR-FRET; in the data active = inhibition above about 21%;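 note: UHRF1 SRA domain binding a hemimethylated CpG hairpin DNA probe; 0% = median of test compound wells and 100% = reference inhibitor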
Numbers without * were called inactive; . = no result given.

| item | structure | HTRA1 inh | PRMT1 inh | TCR CD3 inh | DDE Tn7 FP inh | ABHD4 inh | TDP2 absorb | LEDGF integ inh | PG9 Ab binder | SIAE primary | UHRF1 MBD2 ctr |
| --- | --- | --- | --- | --- | --- | --- | --- | --- | --- | --- | --- |
| 1 | Cc1ccc(S(=O)(=O)N(CC(=O)N2CCC(C)CC2)c2ccccc2)cc1 | -9 | 2 | 0 | 3 | -2 | -5 | 1 | -2.2 | 0 | 2 |
| 2 | CCC(C(=O)Nc1cc(Cl)ccc1OC)c1ccccc1 (configuration not stated) | -18 | -2 | -2 | 9 | -18 | -6 | -2 | 0.9 | -3 | -4 |
| 3 | [O-]c1c[n+](-c2ccccc2)no1 | 6 | -3 | 4 | -6 | 0 | -2 | -2 | -1.1 | -4 | -1 |
| 4 | CCCOc1ccc(C(O)(CCC)CCN2CCCCC2)cc1 (configuration not stated) | -2 | -2 | 7 | -9 | -3 | 0 | -1 | -0.2 | -3 | -1 |
| 5 | CCc1ccc(NC(=O)C2CCN(c3ncnc4c3nc3n4CCCCC3)CC2)cc1 | 3 | 0 | 8 | -5 | 1 | -1 | 1 | -1.5 | -7 | -2 |
| 6 | COC(=O)c1ccc(CSc2nnc(CS(=O)Cc3ccc(Br)cc3)n2-c2ccccc2)cc1 (configuration not stated) | -20 | -2 | -5 | -12 | 3 | -11 | -1 | -1.3 | -2 | 0 |
| 7 | N#Cc1cccc(-c2csc(C(O)c3ccco3)n2)c1 (configuration not stated) | . | 10 | -2 | 3 | -3 | 2 | 5 | -2.3 | -4 | -1 |
| 8 | COc1ccc(N(CC(=O)NCc2ccc(Cl)cc2)S(=O)(=O)c2c(C)nn(C)c2C)cc1 | -10 | 0 | 3 | -4 | 2 | -8 | -1 | -0.9 | -6 | 2 |
| 9 | COC(=O)c1c(-c2ccc(OC)c(OC)c2)csc1N | -2 | 0 | 0 | 2 | -8 | -2 | 0 | -2.0 | -3 | 2 |
| 10 | COc1cc(NC(=O)CCNC(=O)N2CC(=O)Nc3ccccc32)cc(OC)c1OC | 2 | -3 | 7 | 5 | 4 | 1 | 0 | -1.5 | -3 | 1 |
| 11 | COc1cccc(CC(=O)OCC(=O)NC2CCCC2)c1 | -6 | 3 | 0 | 4 | 0 | 7 | -3 | 0.7 | -5 | 1 |
| 12 | NS(=O)(=O)c1ccc(CCNC(=O)c2cc([N+](=O)[O-])ccc2N2CCOCC2)cc1 | 2 | 1 | -6 | 1 | 9 | 0 | -3 | -0.3 | 11 | 13 |
| 13 | Cc1cccc(C)c1NC(=O)CSc1nnnn1-c1ccc(C(=O)O)cc1 | 1 | 0 | 3 | 2 | -2 | -6 | -1 | 1.1 | 1 | -1 |
| 14 | Clc1cccc(OCc2nc(-c3ccncc3)n[nH]2)c1 | -1 | 3 | 0 | 5 | -1 | 0 | 0 | -2.6 | -3 | 0 |
| 15 | COC(=O)C(CC(C)C)NC(=O)C(N)Cc1ccccc1 (configuration not stated) | -2 | -2 | -4 | 4 | 0 | 6 | 0 | 0.8 | 12 | -2 |
| 16 | CC1=C(C(=O)N2CCOCC2)CC(CC(=O)NC2CCCC2)C(=O)N1Cc1ccccc1 (configuration not stated) | -1 | 2 | -8 | -2 | -7 | 7 | -4 | 0.6 | 1 | 6 |
| 17 | CC(=O)Nc1ccc(OC(F)(F)Cl)cc1 | -1 | 2 | 1 | 1 | 1 | 1 | 2 | -1.6 | 5 | 7 |
| 18 | COc1ccc(C(C)(C)C)cc1NC(=O)Nc1ccc2c(c1)OCO2 | 4 | 2 | 6 | -7 | -4 | 1 | 0 | -1.3 | 21* | 0 |
| 19 | COc1ccc(CN(C(=O)c2snc(C(N)=O)c2N)C(C(=O)NC2CCCC2)c2cc(OC)ccc2OC)cc1 (configuration not stated) | -20 | -4 | -2 | -1 | -1 | -5 | 4 | -0.6 | -1 | -2 |
| 20 | CC(NC1c2ccccc2-c2ccccc21)c1ccccc1 (configuration not stated) | -11 | -4 | 4 | 5 | -1 | 2 | 5 | 0.3 | -1 | -2 |
| 21 | COc1ccccc1N(CC(O)CN1CCCCC1)S(=O)(=O)c1ccc(C)cc1 (configuration not stated) | 6 | -4 | 4 | -6 | -5 | -17 | 4 | -1.1 | -6 | 1 |
| 22 | COCCn1c(SCC(=O)Nc2ccc(OC)cc2OC)nc2ccccc2c1=O | 6 | -4 | -1 | -3 | -4 | -9 | 8 | -5.4 | 8 | -4 |
| 23 | Cc1c(C(=O)N2CCOCC2)c(S(=O)(=O)Nc2cccc(F)c2)c(C)n1C | 6 | -3 | 8 | 5 | 2 | 12 | -3 | 0.3 | 2 | 0 |
| 24 | Cc1cc(C(=O)COC(=O)c2ccc(NC(=O)CC#N)cc2)c(C)n1-c1ccc(OC(F)F)cc1 | -65 | 3 | 17 | 2 | -60 | -13 | 1 | 1.0 | -77 | 0 |
| 25 | CC(C)[C@H](NC(=O)NCCc1ccc(Cl)cc1)C(=O)O | -1 | 2 | 5 | -2 | -3 | 12 | 3 | -0.7 | 7 | -4 |
| 26 | CCC/C=C1/CCCOC(C(=O)NCc2ccc(S(C)(=O)=O)cc2)(C(F)(F)F)C1 (configuration not stated) | 1 | 0 | -4 | 2 | 6 | 2 | 0 | -1.3 | -5 | -4 |
| 27 | CCOc1ccc2c(c1)c1nnc(SCC(=O)N3CCC(C)CC3)nc1n2C | -1 | 1 | -6 | 3 | 4 | -4 | 1 | -4.4 | 6 | 1 |
| 28 | COC(=O)[C@H]1C[C@@]2(C#N)c3ccccc3N(C(=O)OC(C)(C)C)[C@H]2N1C(=O)OC(C)(C)C | . | -1 | . | -5 | 2 | -3 | 7 | . | 4 | -2 |
| 29 | COCCn1c(C)cc(C(=O)COC(=O)C23CC4CC(CC(O)(C4)C2)C3)c1C | 3 | 2 | -11 | 1 | 6 | 0 | -2 | 0.6 | 2 | 3 |
| 30 | O=C(CN1C(=O)NC(c2ccccc2)(c2ccccc2)C1=O)NCc1ccc(F)cc1 | -18 | 0 | -1 | -5 | -4 | -1 | 1 | -3.0 | -7 | 1 |
| 31 | CC1Cc2cc(/C(O)=C3\C(=O)C(=O)N(Cc4ccncc4)C3c3ccccc3F)ccc2O1 (configuration not stated) | 0 | -1 | 8 | -5 | -6 | -23 | 1 | 0.7 | -12 | -2 |
| 32 | COc1ccc(Cl)cc1-c1cc(C(=O)Nc2ccc(F)cc2)[nH]n1 | . | 2 | 11 | 2 | -2 | -2 | -2 | 0.1 | -2 | -2 |
| 33 | Nc1scn[n+]1Cc1cccc2cccnc12 | 2 | 1 | 1 | -2 | 5 | -1 | 0 | 0.0 | 1 | -1 |
| 34 | CC1(C)CSC(=S)N1S(=O)(=O)c1ccccc1 | -6 | 1 | -6 | 1 | 2 | -18 | -1 | -1.6 | -5 | 3 |
| 35 | CCOc1ccc(CN2C(=O)c3ccccc3Sc3ccc(C(=O)NCCCN4CCOCC4)cc32)cc1 | -8 | 4 | -4 | 3 | -1 | -11 | -7 | -1.7 | -6 | 4 |
| 36 | Cc1c(O)ccc(C(=O)CN2CCN(c3ccccc3)CC2)c1O | 0 | -4 | -3 | -8 | 4 | 14 | 0 | -1.3 | 0 | 0 |
| 37 | COc1ccc(C(O)c2ncc(-c3ccccc3C)[nH]2)cc1 (configuration not stated) | . | 4 | 2 | -5 | 3 | 6 | -4 | -0.3 | 4 | -2 |
| 38 | CCN(CC)c1ccc(CN2CCCCCC2)cc1 | 3 | 0 | 8 | -2 | -2 | 7 | -1 | -0.5 | 8 | -2 |
| 39 | CCOC(=O)c1cn(Cc2c(C)c(C)c(C)c(C)c2C)nn1 | -3 | -1 | -2 | 7 | -7 | 3 | 3 | -1.7 | -2 | 4 |
| 40 | CCCCCCc1c(C)c2ccc(OCC(=O)N3CCC[C@H]3C(=O)O)c(C)c2oc1=O | -15 | 1 | 8 | -3 | -13 | 4 | 1 | -1.8 | -5 | 3 |
| 41 | COc1cc(/C=N/NC(=O)c2cc(-c3ccccc3Cl)nc3ccccc23)cc(OC)c1O | -7 | 7 | 12 | -2 | -2 | -6 | -4 | -0.9 | 2 | 2 |
| 42 | Cc1ccc(C(=O)Nc2ncc(Cc3ccc(SC(F)F)cc3)s2)cc1 | -4 | 3 | -4 | 2 | 6 | 1 | -1 | 1.3 | 3 | 0 |
| 43 | Cc1nc2ccccc2n1CC(=O)NN | 4 | -5 | 4 | -3 | -3 | 1 | 4 | 1.0 | 5 | -3 |
| 44 | CC1CCCC(NC(=O)c2cccc(S(=O)(=O)NCc3ccccc3)c2)C1C (configuration not stated) | -17 | -1 | -5 | 6 | -4 | -2 | 1 | 0.6 | -5 | 1 |
| 45 | CN(C)c1ccc2c(O)cc(=O)n(C)c2c1 | 6 | 3 | 8 | -1 | 3 | 20 | -1 | -5.0 | 4 | -10 |
| 46 | CC(=O)c1ccc(NCC(=O)N2CCN(c3ccccc3)CC2)cc1 | 7 | 1 | -7 | 1 | -8 | 4 | -4 | 0.7 | 1 | 1 |
| 47 | Cc1nc(NCCCO)c(C#N)c2c1COC(C)(C)C2 | 9 | 2 | 2 | -2 | 2 | 7 | 1 | 3.3 | -2 | 2 |
| 48 | CN(C(=O)c1cccc(NC(=O)Cc2ccc(NC(=O)C3CCCN(C(=O)c4ccccc4)C3)cc2)c1)C1CCCC1 (configuration not stated) | -7 | 0 | -5 | -1 | -1 | -14 | 4 | 1.2 | 2 | 4 |
| 49 | O=C(NNS(=O)(=O)c1ccccc1[N+](=O)[O-])c1ccc(F)cc1 | -69 | 5 | -3 | 1 | -43 | -9 | 2 | 0.2 | -14 | 3 |

Ordered by number of heavy atoms (falling): some entries from above
| item | structure | HTRA1 inh | PRMT1 inh | TCR CD3 inh | DDE Tn7 FP inh | ABHD4 inh | TDP2 absorb | LEDGF integ inh | PG9 Ab binder | SIAE primary | UHRF1 MBD2 ctr |
| --- | --- | --- | --- | --- | --- | --- | --- | --- | --- | --- | --- |
| 41 | COc1cc(/C=N/NC(=O)c2cc(-c3ccccc3Cl)nc3ccccc23)cc(OC)c1O | -7 | 7 | 12 | -2 | -2 | -6 | -4 | -0.9 | 2 | 2 |
| 42 | Cc1ccc(C(=O)Nc2ncc(Cc3ccc(SC(F)F)cc3)s2)cc1 | -4 | 3 | -4 | 2 | 6 | 1 | -1 | 1.3 | 3 | 0 |
| 49 | O=C(NNS(=O)(=O)c1ccccc1[N+](=O)[O-])c1ccc(F)cc1 | -69 | 5 | -3 | 1 | -43 | -9 | 2 | 0.2 | -14 | 3 |
| 47 | Cc1nc(NCCCO)c(C#N)c2c1COC(C)(C)C2 | 9 | 2 | 2 | -2 | 2 | 7 | 1 | 3.3 | -2 | 2 |
| 43 | Cc1nc2ccccc2n1CC(=O)NN | 4 | -5 | 4 | -3 | -3 | 1 | 4 | 1.0 | 5 | -3 |
